# Bioassay records deposited in PubChem BioAssay by several laboratories.
# ssDAF12 agonist: activators of S. stercoralis DAF-12 nuclear receptor; HEK293 ssDAF-12/GRIP1 lit1-tk-luc reporter, luminescence; % of 3 µM dafachronic acid response; 370,000 compounds, 1% hits; AID 652126; activation, % at 6.8 µM;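 active means activation above the mean over all tested compounds plus 3 SD, cut at about 0.9% in these data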;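 further: 0% = DMSO-only wells and 100% = 3 µM delta7-dafachronic acid wells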
# hcDAF12 agonist: activates DAF-12 receptor from parasite H. contortus; 370,000 compounds, 1.4% hits; AID 652067; activation, % at 6.8 µM; HEK293 hcDAF-12 lit1-tk-luc reporter, luminescence; 0% DMSO, 100% Δ7-dafachronic acid;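 active means activation above the mean of all tested compounds plus 3 SD, cut at about 5.5% in these data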;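 further: 100% = response to 3 µM Δ7-dafachronic acid high control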
# DAX1 inh-1: blocks DAX1 repression of SF-1 activated StAR promoter | HEK293T StAR-luciferase reporter, SF-1/DAX-1 repression relief | inhibition, % at 6.8 µM | 370,000 compounds, 1.1% hits | AID 652010;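 active means inhibition above the mean over all tested compounds plus 3 SD, cut at about 3.6% in these data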;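 further: 0% = DAX-1 cells with DMSO and 100% = cells lacking DAX-1 with DMSO; higher inhibition means more luminescence from relief of DAX-1 repression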
# hgDAF12 agonist: hgDAF-12 agonism, primary luciferase screen | HEK293 GAL4-hgDAF12 UAS-luciferase reporter, agonist luminescence; normalized to butyrate control | AID 687014 | 370,000 compounds, 1.8% hits | activation, % at 6.8 µM;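 active means activation above a cutoff set at the mean of all screened compounds plus 3 SD, cut at about 10% in these data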;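 further: 0% = DMSO wells and 100% = sodium butyrate wells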
# DAX1 inh-2: NR0B1 (DAX1) inhibition; P51843; HEK293 Gal4-DAX1 luciferase reporter, luminescence; inhibition, % at 6.75 µM; 340,000 compounds, 0.99% hits; AID 504766;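 active means inhibition above the mean over all tested compounds plus 3 SD, cut at about 4.2% in these data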;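 further: 0% = DAX1-transfected cells with DMSO and 100% = empty-vector control cells with DMSO; inhibition shows as a rise in luminescence from relieved DAX1 repression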
# Target sequence (P51843 207-470 limits assumed): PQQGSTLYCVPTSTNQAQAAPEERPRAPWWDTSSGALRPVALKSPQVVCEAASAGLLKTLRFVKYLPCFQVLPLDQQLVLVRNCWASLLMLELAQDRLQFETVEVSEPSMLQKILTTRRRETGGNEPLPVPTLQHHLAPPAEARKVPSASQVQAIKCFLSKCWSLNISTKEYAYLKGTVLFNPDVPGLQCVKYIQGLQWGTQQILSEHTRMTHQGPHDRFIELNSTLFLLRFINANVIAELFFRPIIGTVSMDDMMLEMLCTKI
# GAA850 FXN act: activators of GAA850 frataxin (FXN) promoter | AID 540364 | 360,000 compounds, 0.56% hits | HEK293 lucGAA850 FXN promoter luciferase reporter, 24 h; percent of 10 µM SAHA response | activation, % at 6 µM;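 active means activation above the average of all compounds screened plus 3 SD, cutoff fixed separately per campaign, cut at about 7.5% in these data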;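 further: 0% = DMSO wells and 100% = 10 µM SAHA wells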
# NR1D1 modulator: modulators of human Rev-erb alpha DNA binding. P20393. Rev-erbα–FITC-DNA binding, fluorescence polarization, 90 min. activity, % at 10 µM. 370,000 compounds, 0.79% hits. AID 1259318;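 active means activity above about 14%, limit read from the data; passing the limit was not always enough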;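 further: 0% = DMSO wells with 35 nM protein and 100% = DMSO wells with 750 nM protein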
# PG9 Ab binder: small molecules binding HIV-1 gp120 antibody PG9. 360,000 compounds, 0.43% hits. inhibition, % at 6.7 µM. TR-FRET gp120-PG9 antibody binding; in the data active means inhibition above about 8.5%
# HGIII-sPLA2 inh: Inhibits HGIII-sPLA2 liposome hydrolysis, primary screen. Q9NZ20. QFRET BODIPY PC-A2 liposome hydrolysis, fluorescence. inhibition, % at 12.2 µM. 370,000 compounds, 0.56% hits;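 active means inhibition above mean plus 3 SD of compounds lying within the high and low control bounds, cut at about 19% in these data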;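 further: 0% = median of test compound wells and 100% = no enzyme DMSO wells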
# Target sequence (Q9NZ20 whole entry, looked up): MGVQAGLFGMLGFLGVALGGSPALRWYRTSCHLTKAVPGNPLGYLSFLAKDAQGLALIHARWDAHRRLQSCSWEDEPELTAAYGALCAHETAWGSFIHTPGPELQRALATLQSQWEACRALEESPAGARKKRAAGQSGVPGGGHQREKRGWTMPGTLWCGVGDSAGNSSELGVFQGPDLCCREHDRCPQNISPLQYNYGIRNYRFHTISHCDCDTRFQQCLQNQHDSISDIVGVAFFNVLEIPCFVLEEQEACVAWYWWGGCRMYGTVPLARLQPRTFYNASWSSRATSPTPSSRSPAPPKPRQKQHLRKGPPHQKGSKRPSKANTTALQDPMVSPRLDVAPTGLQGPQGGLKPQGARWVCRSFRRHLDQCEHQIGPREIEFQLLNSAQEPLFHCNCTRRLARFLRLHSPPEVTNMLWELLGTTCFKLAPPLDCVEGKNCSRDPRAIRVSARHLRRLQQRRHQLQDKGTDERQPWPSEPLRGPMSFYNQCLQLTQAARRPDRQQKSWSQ
# SMARCA2 activ: SMARCA2 function activation, primary screen | AID 652017 | MG213 cells, MMTV-luciferase reporter, dexamethasone, overnight | 370,000 compounds, 1% hits | activation, % at 9.1 µM; in the data active means activation above about 7.8%;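 further: 0% = vehicle wells and 100% = reference activator wells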
# PLCb3 inh: inhibitors of human phospholipase C beta3; AID 720704; Purified PLC-beta3, fluorogenic substrate, fluorescence; inhibition, % at 12.2 µM; 370,000 compounds, 0.18% hits; in the data active means inhibition above about 11%;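 further: 0% = median of compound wells on plate and 100% = full blocker control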
# Active calls of the source: *; i = inactive; nt = no result given.
SMILES,ssDAF12 agonist,hcDAF12 agonist,DAX1 inh-1,hgDAF12 agonist,DAX1 inh-2,GAA850 FXN act,NR1D1 modulator,PG9 Ab binder,HGIII-sPLA2 inh,SMARCA2 activ,PLCb3 inh
CNC(=O)COc1ccc(S(=O)(=O)Nc2ccc(OC)cc2)cc1,-1.0,-1.0,0.0,-1.0,2.2,0.9,-6,0.6,-2,-4,0
COC(=O)c1nn(-c2ccccc2)c(=O)cc1Sc1ccc(Cl)cc1,-0.6,-0.9,0.0,-1.4,-0.2,0.1,-8,1.9,-1,-1,1
Cc1ccccc1CCNC(=O)C1CCC(=O)N(CCc2cccc(F)c2)C1 (stereo not given),-1.1,0.4,0.0,1.8,1.6,2.1,4,0.3,1,-1,-2
O=C(O)c1cc(-c2ccc3ccccc3c2)nc2ccc(F)cc12,0.2,4.6,0.0,1.8,0.5,0.3,0,-1.8,-12,5,-200
CC(NC(=O)Cn1cnnn1)C12CC3CC(CC(C3)C1)C2 (stereo not given),-0.9,-0.5,0.0,0.6,-0.9,2.3,-5,-1.5,-3,4,0
NC(=O)CCCn1c(C(=O)c2ccc(Cl)cc2)c2ccc(C(F)(F)F)cc2[n+]1[O-],1.2*,4.5,-0.3,-0.8,0.0,2.4,0,0.9,3,0,-1
CN1CCN(CCCCOc2ccc(F)cc2)CC1,-1.1,-0.3,0.4,-1.0,1.1,-1.6,-4,0.3,0,-4,2
O=C(CSc1nnc2c(Cl)cc(Cl)cn12)NC1CCS(=O)(=O)C1 (stereo not given),-0.8,-2.0,-0.2,-2.8,0.4,0.0,8,0.5,1,-2,-1
Cc1cc(C)cc(OCC(O)Cn2nc(C)cc2C)c1 (stereo not given),-1.3,-2.6,-0.2,-1.3,0.3,0.8,3,0.4,-3,2,-2
CC[C@]12c3[nH]c4cc(CCC(=O)N(C)C)ccc4c3CCN1C(=O)[C@@H](CC(=O)NCCCn1ccnc1)C[C@@H]2C(=O)N1CCN(C(=O)c2ccco2)CC1,-1.0,0.2,-0.5,2.5,-1.1,-0.3,1,0.2,2,1,-2
COc1ccc(CCNC(=O)c2ccc3c(SCC(=O)O)c4c(nc3c2)CCCC4)cc1OC,-1.4,-0.1,-0.1,-0.2,1.2,0.0,nt,7.2,-4,-1,-11
O=C(CCn1c(=O)sc2ccccc21)NC1CCCCC1,-1.0,2.3,0.1,3.4,0.5,0.5,-3,-0.3,2,0,3
O=C(NCSc1ccncn1)c1ccccc1,-1.5,-1.3,-0.2,1.8,4.9*,0.2,-4,0.7,4,-3,1
Cc1cccc(NC(=O)NCCN2C(=O)C3C4C=CC(C4)C3C2=O)c1 (stereo not given),-0.6,0.1,1.1,11*,3.1,0.6,-2,-0.7,-1,-1,0
Cc1cn([C@H]2C[C@H](O)[C@@H](CNC(=O)[C@H](N)C3CC3)O2)c(=O)[nH]c1=O,-0.8,-1.3,0.4,-0.6,0.2,2.8,1,-1.7,9,0,0
CCN(CC)CCCN1C(=O)C(O)=C(C(=O)c2cc3ccccc3o2)C1c1ccccn1 (stereo not given),-1.1,-0.4,0.2,2.3,1.2,-0.3,-7,25*,3,-1,-5
Cc1cccc(/C=C/C(=O)c2ccc([N+](=O)[O-])o2)c1,-0.5,-0.6,-0.7,-3.0,-0.9,11*,5,-0.9,3,0,-6
CCOC(=O)c1ccc(NS(=O)(=O)c2c(C)[nH]c(C)c2C(=O)N2CCCCC2)cc1,-1.2,-1.3,0.1,0.4,-0.2,-0.5,-3,0.7,-2,0,3
Cc1ccccc1-c1nc2cc(N)ccc2o1,-0.9,3.5,3.2,15*,1.5,1.6,3,2.4,0,2,i
O=C(O)c1ccccc1/C=N/NC(=O)C1CCCCC1,-0.8,0.6,0.8,0.4,-1.0,2.4,6,1.1,1,1,-3
O=C(CSc1nc2ccccc2c(=O)n1-c1ccc(F)cc1)NC1CC1,-0.8,-0.9,0.2,-3.3,0.5,-1.2,-2,-1.2,13,-3,-9
CSc1nc2nc(C)c(C/C=C/c3ccccc3)c(=O)n2[nH]1,-0.8,-0.1,-0.4,0.0,-0.1,0.9,7,1.5,-5,-1,1
O=C(Nc1ccc(Cl)cc1Cl)C1CCCO1 (stereo not given),-0.8,0.2,0.4,-0.9,0.8,3.2,-2,-2.5,-3,-1,-6
CCCCCCCC/C=C\CCCCCCCC(=O)NCCO,-1.5,-1.5,-0.4,0.7,1.1,-0.6,8,0.2,-7,-1,6
O=C(COc1ccc(F)cc1Br)NCc1ccccn1,-1.0,-1.7,1.8,4.2,0.9,4.0,2,0.8,0,2,-3
COc1cccc(C(=O)/C=C/Nc2ccc(NC(C)=O)cc2)c1,-0.6,2.4,1.5,7.0,2.0,5.1,4,-0.6,-10,6,-70
CCCCn1c(N)c(N(CCOC)C(=O)c2ccc3c(c2)C(=O)N(c2ccccc2Cl)C3=O)c(=O)[nH]c1=O,-0.8,-0.8,0.1,1.5,0.8,0.7,2,1.3,2,-2,-4
CC(C)c1ccc(C(C(=O)NC2CCCC2)N(C(=O)c2csnn2)C2CC2)cc1 (stereo not given),-0.8,-0.5,0.2,2.0,-1.0,0.3,0,-0.1,1,-1,-2
CC(C)=CC(=O)Nc1ccc2c(c1)OCO2,0.2,4.7,6.1*,10,-0.1,3.7,-1,-1.3,-1,4,-4
COc1ccccc1N1CCN(/N=C/c2cc(OC)c(OC)c(OC)c2)CC1,-1.7,-1.4,-0.1,-2.0,1.8,-0.2,2,-1.5,0,-4,3
Cc1ccc(CN(C)C(=O)CCNC(=O)c2ccc(Cl)cc2)o1,-1.3,-2.0,1.4,0.1,0.5,-1.5,11,-0.4,-5,1,1
COc1cc(-c2nc3ccccc3c(=O)n2N)cc(OC)c1OC,5.7*,-1.4,-0.6,2.7,-1.6,1.4,0,-1.1,-1,3,1
COc1ccc(CCNc2cc(C)nc3c(-c4ccc(Cl)cc4)c(C)nn23)cc1OC,-1.9,-2.6,-0.6,2.2,-0.3,1.6,7,0.8,11,-4,i
CCOC(=O)C1=CC[C@@H](c2ccccc2)C(C#N)(C#N)[C@H]1/C=C/c1ccccc1,-0.4,-2.6,-0.8,-3.2,nt,nt,1,0.9,-5,0,-2
N#CCCN1CCN(C(CNS(=O)(=O)c2ccc(Cl)cc2)c2ccccc2)CC1 (stereo not given),-1.4,-2.5,-0.1,0.2,0.7,0.6,0,0.9,-3,-4,-1
Cc1cccc(OCCOCCSc2ncccn2)c1,-0.7,3.2,1.3,3.8,-0.7,1.0,4,0.5,2,-1,3
O=C(COC(=O)c1c[nH]c2ccccc12)Nc1cccc(F)c1,-1.0,0.8,0.5,-1.3,-1.1,3.1,-4,-1.6,-8,6,-4
Cc1ccc(N2CC3=C(C2=O)C(c2ccccc2)NC(=O)N3C)cc1 (stereo not given),-1.0,-1.2,1.4,-0.7,0.1,1.8,1,0.4,5,1,-1
Cn1c(CNC(=O)c2ccco2)nnc1SCC(=O)Nc1ccccc1Cl,-1.3,1.0,0.7,-1.9,-0.6,1.5,1,0.8,6,-2,-5
CC(C)CCNc1nnnc2c1sc1nc(N3CCOCC3)c3c(c12)CC(C)(C)SC3,-0.8,-2.7,0.7,2.3,-0.6,1.6,21*,-1.3,-2,-3,-3
CC(=O)N1CCN(c2ccc(NC(=O)c3cccc(F)c3)cc2)CC1,-0.7,1.9,3.0,9.7,1.7,3.3,0,-3.0,10,3,2
CC(C)(C)NC(=O)c1cnn(-c2ccccc2)c1NC(=O)c1ccccc1,-1.4,-0.4,-0.1,-0.7,1.6,-5.8,6,-2.3,-5,4,3
NC(Cc1ccc(O)cc1)C(=O)NN=Cc1ccccc1Cl (stereo not given),-0.4,0.3,2.3,4.3,nt,nt,-6,0.9,3,-1,3
COc1ccc(OCCCC(=O)OC(C)C(=O)Nc2ccc(NC(C)=O)cc2)cc1 (stereo not given),-0.9,-1.0,0.6,-0.1,0.2,-0.7,0,-2.2,-7,-1,-5
CC(C)(C)CN1CCN(CC#Cc2ccccc2)CC1CCO (stereo not given),-0.9,7.5*,-0.2,3.3,1.9,1.1,-3,0.2,-4,-2,-3
O=C(COC(=O)c1ccc[nH]c1=O)Nc1ccc2c(c1)OC(F)(F)O2,-1.8,-0.1,0.1,-1.1,1.3,-0.7,3,-2.7,5,3,-5
CCN(CC(=O)Nc1c(F)cccc1F)C(=O)/C=C/c1ccc(OCC#N)c(OC)c1,-0.9,-2.2,-0.3,1.4,0.2,2.7,3,-2.4,-6,-2,-10
O=C(COC(=O)c1cccnc1Nc1ccccc1F)NCc1ccc2c(c1)OCO2,-1.5,-0.9,-1.1,0.4,0.2,-0.1,4,-0.6,5,0,0

# Entries of single compounds, quoted from the list. Order of screens: ssDAF12 agonist	hcDAF12 agonist	DAX1 inh-1	hgDAF12 agonist	DAX1 inh-2	GAA850 FXN act	NR1D1 modulator	PG9 Ab binder	HGIII-sPLA2 inh	SMARCA2 activ	PLCb3 inh
# CSc1nc2nc(C)c(C/C=C/c3ccccc3)c(=O)n2[nH]1 in the list: -0.8	-0.1	-0.4	0.0	-0.1	0.9	7	1.5	-5	-1	1
# CCCCCCCC/C=C\CCCCCCCC(=O)NCCO in the list: -1.5	-1.5	-0.4	0.7	1.1	-0.6	8	0.2	-7	-1	6
# Cc1ccc(CN(C)C(=O)CCNC(=O)c2ccc(Cl)cc2)o1 in the list: -1.3	-2.0	1.4	0.1	0.5	-1.5	11	-0.4	-5	1	1
# O=C(CSc1nc2ccccc2c(=O)n1-c1ccc(F)cc1)NC1CC1 in the list: -0.8	-0.9	0.2	-3.3	0.5	-1.2	-2	-1.2	13	-3	-9
# CC(C)=CC(=O)Nc1ccc2c(c1)OCO2 in the list: 0.2	4.7	6.1*	10	-0.1	3.7	-1	-1.3	-1	4	-4

# Other records:
SMILES,ssDAF12 agonist,hcDAF12 agonist,DAX1 inh-1,hgDAF12 agonist,DAX1 inh-2,GAA850 FXN act,NR1D1 modulator,PG9 Ab binder,HGIII-sPLA2 inh,SMARCA2 activ,PLCb3 inh
Cc1cccc(Nc2nc(N)nc(N)c2N=O)c1,-1.4,-2.2,-0.8,3.8,-0.2,-0.9,0,-11,3,-1,5
Cc1nc(C(=O)NCCO)cc2c1[nH]c1ccccc12,-1.2,-1.1,0.1,-0.1,-0.6,3.9,-1,-1.7,-2,4,-36
Cc1cc(C)nc(-n2nc(C)cc2NC(=O)COC(=O)CCC(=O)c2cccs2)n1,-1.1,-1.4,-0.6,-0.6,-0.3,-1.2,0,0.0,1,1,-2
CCc1cccc(CC)c1NC(=O)c1ccccc1CCc1ccccc1,-1.3,-0.9,-0.2,-2.2,0.6,-0.3,-1,0.5,2,-5,-4
CCCCNS(=O)(=O)c1ccc(NC(=O)Cc2ccccc2[N+](=O)[O-])cc1,2.0*,1.1,-0.7,0.5,-0.5,0.8,6,-1.0,-22,-1,3
